Screens as filed in PubChem.
PDI turbidity – inhibitors of human PDI, primary screen, biochemical, turbidity, single point, plate reader; Protein disulfide-isomerase (Homo sapiens), P07237; 0.052% of 350,000 active; AID 588391, 2011; inhibition, % at 10 µM; PDI insulin aggregation turbidity, A650, 90 min;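 active = mean inhibition across replicates of 30% or more, whatever share of single replicates reach that level; inconclusive = mean inhibition below 30% while every single replicate reaches 30%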;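 note: absorbance from insulin aggregation driven by PDI reduction with DTT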
MC4R antagonist – MC4R antagonists of cAMP signaling, primary screen, cell-based, TR-FRET, antagonist arm of biased-ligand search. AID 540295, 2011. inhibition, % at 6.5 µM. MC4R-expressing cells, MTII-stimulated cAMP, LANCE TR-FRET. Melanocortin receptor 4 (Homo sapiens), P32245. 0.48% of 360,000 active;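 active = inhibition above its plate's cutoff, the mean of tested wells on that plate plus 3 SD, cut at about 29% in these data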;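 note: 0% = Melanotan II alone and 100% = Melanotan II plus saturating MCL0020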
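Material: human MC4R-expressing U2OS cells. Probe or stimulus: Melanotan II challenge. Dosing: 6.5 µM single dose. Times: 30-min compound, 1-h challenge, 1-h detection, room temperature. Technique: TR-FRET with Eu-cAMP and labeled anti-cAMP, 671 nm. Replication: singlicate.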
ABCB6 inh MLPCN – ABCB6 transporter inhibitors, primary screen, K562-ABCB6 cells, flow cytometry, MLPCN library | ATP-binding cassette sub-family B member 6 (Homo sapiens), Q9NP58 | K562-ABCB6 porphyrin accumulation, 1 h; hits give low values | fluorescence ratio to DMSO, % at 10 µM | 0.19% of 360,000 active | AID 602162, 2011;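 active = fluorescence ratio to DMSO below 75%, the collection mean minus 3 SD; inconclusive = too few cells collected in the well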;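 note: signal is porphyrin accumulated inside mitochondria; 100% equals median channel fluorescence of DMSO control wells; lower ratio means ABCB6 inhibition with less porphyrin fluorescence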
Target sequence (Q9NP58 whole entry, looked up): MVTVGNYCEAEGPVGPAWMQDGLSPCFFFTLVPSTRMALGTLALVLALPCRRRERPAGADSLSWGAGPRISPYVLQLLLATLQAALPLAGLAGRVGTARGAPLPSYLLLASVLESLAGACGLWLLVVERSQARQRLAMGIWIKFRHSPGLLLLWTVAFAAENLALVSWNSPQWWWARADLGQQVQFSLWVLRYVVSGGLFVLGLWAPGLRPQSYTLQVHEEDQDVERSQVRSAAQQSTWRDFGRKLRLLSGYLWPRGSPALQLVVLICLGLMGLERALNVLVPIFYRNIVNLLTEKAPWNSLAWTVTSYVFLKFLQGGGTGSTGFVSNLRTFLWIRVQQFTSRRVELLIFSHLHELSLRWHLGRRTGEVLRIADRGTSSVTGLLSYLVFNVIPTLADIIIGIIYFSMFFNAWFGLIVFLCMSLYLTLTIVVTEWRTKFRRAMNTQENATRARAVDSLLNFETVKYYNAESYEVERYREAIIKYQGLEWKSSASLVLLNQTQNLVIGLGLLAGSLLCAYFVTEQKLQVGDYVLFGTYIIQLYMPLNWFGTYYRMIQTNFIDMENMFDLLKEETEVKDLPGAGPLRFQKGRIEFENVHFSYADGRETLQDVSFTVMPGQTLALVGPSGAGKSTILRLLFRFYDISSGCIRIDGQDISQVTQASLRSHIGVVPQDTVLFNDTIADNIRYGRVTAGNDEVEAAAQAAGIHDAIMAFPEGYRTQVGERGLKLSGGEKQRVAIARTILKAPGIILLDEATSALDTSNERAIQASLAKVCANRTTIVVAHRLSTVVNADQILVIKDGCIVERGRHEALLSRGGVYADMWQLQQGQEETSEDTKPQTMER
CaV13 FRET inh – Disruptors of the CACNA1D IQ motif to Ca2+-dependent inactivation inhibitor domain association, primary screening, Förster resonance energy transfer in intact living …; HEK cells, CFP/YFP FRET ICDI-IQ, plate reader, 10 min; percent FRET-ratio fall versus neutral wells; 0.098% of 340,000 active; inhibition, % at 12.3 µM;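 active = mean replicate inhibition of at least 30% and at least 1% of replicates passing that level; inconclusive = only one of the two criteria is met; inactive = neither criterion is met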;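 note: 0% = median of the neutral control wells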
ABHD5-PLIN5 inh – ABHD5-PLIN5 interaction inhibitors, primary screen, cell lysate, split luciferase complementation, luminescence. Perilipin-5 (Homo sapiens) + 1-acylglycerol-3-phosphate O-acyltransferase ABHD5 (Homo …. Split G. princeps luciferase complementation, 4 h. inhibition, % at 4 µM. 0.78% of 360,000 active. AID 602281, 2012;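 active = inhibition above the mean inhibition across every tested compound plus 3 SD, cut at about 22% in these data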;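 note: 0% = DMSO only wells and the 100% control is not disclosed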
N-glyco inh – increase of ERlucT glycosylation luciferase signal, primary screen, N-linked glycosylation inhibitor project, D54 ERlucT cells, luminescence, set 2. 0.23% of 360,000 active. AID 588692, 2011. D54 ERlucT glycosylation luciferase reporter, 24 h; percent of 100 nM tunicamycin response. reporter increase, % at 12.5 µM;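 active = mean luciferase reporter signal, scaled so untreated is 0 and the glycosylation-blocking control 100, at or above a set limit in every replicate; inconclusive = mean reaches the limit but not every replicate does; inactive = mean below the limit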;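 note: luciferase carries N-glycosylation sites so blocking glycosylation raises the light; 0% = median of neutral control wells and 100% = median of 100 nM tunicamycin wells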
Exocytosis inh – LAMP-1 surface exposure blockers, TALL-104 cells – cell-based, flow cytometry, MLPCN library, primary screen; 0.66% of 360,000 active; AID 651702, 2012; TALL-104 LAMP-1 surface exposure; cells stimulated with thapsigargin and PMA; inhibition, % at 10 µM;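 active = inhibition above about 55%, limit read from the data; inconclusive = no clear call, values can overlap the other calls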
HTR2A ag – mouse Htr2a agonists via beta-arrestin recruitment, primary screen, cell-based, luminescence. CHO-K1 mHTR2A beta-arrestin complementation; percent of 30 µM serotonin response. 5-hydroxytryptamine receptor 2A (Mus musculus), P35363. activation, % at 7.6 µM. 0.66% of 360,000 active;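 active = activation above a run cutoff, the mean activation of all tested compounds plus 3 SD, cut at about 14% in these data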;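 note: 0% = plate median of compound wells and 100% = 30 µM serotonin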
Cardio protect – cardioprotection against H2O2-induced cell death, primary screen, uHTS, H9c2 cells, ATPLite luminescence | H9c2 cardiomyocytes, H2O2 injury protection, 2 h | protection from H2O2 cell death, % at 20 µM | 0.63% of 360,000 active;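 active = compounds giving at least 50% protection of heart cells from peroxide-induced death in the single-dose screen, raw or plate-pattern-corrected value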;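 note: 0% = DMSO wells with peroxide and 100% = DMSO wells without peroxide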
MC4R ag barr – MC4R agonists recruiting beta-arrestin, primary screen, cell-based, luminescence, agonist arm of biased-ligand search | U2OS MC4R beta-arrestin complementation; percent of melanotan II response, DMSO zero | activation, % at 8.9 µM | 0.98% of 360,000 active | AID 540308, 2011;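 active = activation above a per-plate cutoff, the mean activation of sample wells on that plate plus 3 SD, cut at about 8% in these data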
* marks the source's active call; other numbers are inactive results; ? = inconclusive; nt = no result given; & = joins results of further samples.

SMILES | PDI turbidity | MC4R antagonist | ABCB6 inh MLPCN | CaV13 FRET inh | ABHD5-PLIN5 inh | N-glyco inh | Exocytosis inh | HTR2A ag | Cardio protect | MC4R ag barr
C[C@@H](CO)NC(=O)c1ccc2c3n(nc2c1)-c1ccccc1CO3 | -3 | -2 | 94 | -12 | -2 | -17 | 6 | 3 | -34 | -0.8
O=C(c1ccccc1)N1CCN(c2cc(Cl)nc3cc(-c4cccc(Cl)c4)nn23)CC1 | -2 | 5 | 97 | -5 | -2 | -2 | 0 | 1 | -4 | -0.4
COC(=O)c1ccc(OCC(O)CN2CCC(C)CC2)cc1 (centres undefined) | -6 | 6 | 95 | 5 | 9 | 1 | 7 | 1 | 8 | 0.1
CCOC(=O)N1CCC(N(CCN(C)C)C(=S)Nc2cc(C)cc(C)c2)CC1 | 27 | 0 | 91 | -3 | 0 | 1 | -5 | 5 | 7 | 1.8
Cc1ccc(NC(=O)CCNC(=O)c2ccc(Br)cc2)cc1S(=O)(=O)N1CCOCC1 | -1 | 15 | 85 | -6 | 6 | -4 | -3 | 3 | -1 | 3.6
Cc1cc(Cl)ccc1Nc1ncccc1C(N)=O | -11 | -4 | 103 | -2 | 9 | -1 | -4 | 3 | -1 | -1.3
Cc1ccc(-c2c(=O)n(O)c3ccccc3[n+]2[O-])cc1 | -3 | -3 | 97 | -29 | -3 | 2 | 8 | 11 | 3 | -1.9
CSc1nc(NC(C)(C)C)nc(Oc2ccc(=O)[nH]n2)n1 | -1 | 4 | 100 | -2 | -1 | 0 | 0 | 0 | 3 | -3.0
COc1ccc(C(C)=O)cc1CSCCC(=O)O | -3 | 6 | 103 | 0 | 5 | 1 | -1 | 5 | -8 | -1.8
COc1ccc(NC(=O)C2CC(c3c(F)cccc3Cl)=NO2)cc1 (centres undefined) | 9 | 5 | 99 | 0 | -12 | -1 | -2 | 2 | -4 | 0.8
Cc1ccc2c(Cl)cc(Cl)c(OCC(=O)NC(=O)NCc3ccco3)c2n1 | -13 | 12 | 98 | -8 | -1 | -2 | 8 | 6 | -5 | 11*
COc1ccc(C2CC(C)=NN2C=O)cc1OC (centres undefined) | 0 | -2 | 100 | -3 | -1 | 3 | -6 | -1 | 8 | -2.5

Some of the entries above, set out differently.
SMILES	PDI turbidity	MC4R antagonist	ABCB6 inh MLPCN	CaV13 FRET inh	ABHD5-PLIN5 inh	N-glyco inh	Exocytosis inh	HTR2A ag	Cardio protect	MC4R ag barr
Cc1ccc(NC(=O)CCNC(=O)c2ccc(Br)cc2)cc1S(=O)(=O)N1CCOCC1	-1	15	85	-6	6	-4	-3	3	-1	3.6
Cc1cc(Cl)ccc1Nc1ncccc1C(N)=O	-11	-4	103	-2	9	-1	-4	3	-1	-1.3
Cc1ccc(-c2c(=O)n(O)c3ccccc3[n+]2[O-])cc1	-3	-3	97	-29	-3	2	8	11	3	-1.9
CSc1nc(NC(C)(C)C)nc(Oc2ccc(=O)[nH]n2)n1	-1	4	100	-2	-1	0	0	0	3	-3.0
COc1ccc(C(C)=O)cc1CSCCC(=O)O	-3	6	103	0	5	1	-1	5	-8	-1.8
COc1ccc(NC(=O)C2CC(c3c(F)cccc3Cl)=NO2)cc1 (centres undefined)	9	5	99	0	-12	-1	-2	2	-4	0.8
Cc1ccc2c(Cl)cc(Cl)c(OCC(=O)NC(=O)NCc3ccco3)c2n1	-13	12	98	-8	-1	-2	8	6	-5	11*
COc1ccc(C2CC(C)=NN2C=O)cc1OC (centres undefined)	0	-2	100	-3	-1	3	-6	-1	8	-2.5

Next compounds follow.
SMILES | PDI turbidity | MC4R antagonist | ABCB6 inh MLPCN | CaV13 FRET inh | ABHD5-PLIN5 inh | N-glyco inh | Exocytosis inh | HTR2A ag | Cardio protect | MC4R ag barr
CN(Cc1ccc2c(c1)OCO2)C(=O)c1cc(-c2ccccc2)c(N2CCOCC2)s1 | 4 | 16 | 93 | -6 | -3 | -2 | 0 | -9 | 0 | -0.9
Cn1cc(C(=O)N2CCN(c3ccccc3)CC2)c(=O)c2cc(S(=O)(=O)N3CCOCC3)ccc21 | 4 | 7 | 102 | -17 | -5 | 1 | 1 | -5 | 10 | -0.6
COC(=O)COc1ccc(S(=O)(=O)NCc2ccc3c(c2)OCO3)cc1C | 4 | 9 | 101 | -22 | -12 | 0 | 16 | -6 | 0 | -0.6
CCN(CC)CCCNC(=O)c1ccc2c3n(nc2c1)-c1ccc(Cl)cc1CO3 | -5 | -4 | 104 | -5 | -4 | 17 | -5 | -11 | 0 | -1.9
O=C(Nc1ccc(F)c(Cl)c1)Nc1cnccn1 | -1 | -7 | 95 | 5 | 1 | 2 | -2 | -3 | -1 | -2.2
CCCCNc1nc2ccccc2nc1Cl | -13 | -5 | 89 | -6 | 1 | -4 | 2 | -2 | -1 | -0.7
COC(=O)c1ccc2c(=O)n(Cc3ccc4c(c3)OCO4)c(=S)[nH]c2c1 | 19 | 14 | 95 | -4 | 6 | 4 | -10 | -3 | 6 | -1.7
O=C(Nc1ccc2c(c1)OCO2)c1c[nH]c(=O)n(-c2ccc(F)cc2)c1=O | -9 | -6 | 95 | -3 | -2 | 4 | 6 | 15* | -4 | -1.6
COc1ccc(CN2C(=O)C(CC(=O)NCCCCc3ccccc3)CC(C(=O)N3CCCCCC3)=C2C)cc1 (centres undefined) | nt | nt | 99 | -12 | 3 | nt | 20 | -5 | nt | nt
CCOc1ccccc1N(CC(=O)NC1CCCCC1)S(=O)(=O)c1ccc(C)cc1 | 2 | 13 | 104 | -4 | 1 | -5 | 93* | 4 | -2 | 1.3
O=C(O)c1ccc(CSc2nnc(SCc3ccccc3)s2)cc1 | -8 | 6 | 113 | nt | 6 | 1 | 8 | 1 | 6 | -0.9
CSc1ccc(CN(C)C(=O)c2ccc(S(=O)(=O)Nc3c(C)n(C)n(-c4ccccc4)c3=O)cc2)cc1 | -1 | 11 | 102 | -4 | -1 | 1 | -1 | -9 | -3 | -0.9
CC1(C)Cc2c(sc(NC(=O)c3ccc(S(=O)(=O)N4CCCCCC4)cc3)c2C#N)C(C)(C)N1 | -2 | -2 | 97 | -3 | 2 | 0 | 1 | 3 | -1 | -0.2
O=C(OCc1ccc(-c2ccccc2)cc1)c1cccc(O)c1 | ? | 12 | 98 | -3 | -7 | 2 | 1 | -5 | -12 | -0.8
CC(CCOS(N)(=O)=O)c1ccccc1 (centres undefined) | 5 | 3 | 97 | nt | 5 | 0 | -6 | 1 | 8 | -1.3
CCOC(=O)C1CCCN(C2=NC(=O)/C(=C/c3ccc(OC)c(OC)c3)S2)C1 (centres undefined) | 0 | -7 | 103 | -4 | 2 | -1 | 51 | 5 | 7 | -2.5
Clc1ccccc1-c1nc(-c2ccncc2)no1 | -1&8 | 6&5 | 102&98 | -10&-5 | 6&-2 | -6&-4 | -4&-5 | 3&-4 | -15&-1 | 0.4&-1.8
CN(CC(=O)Nc1ccc(Cl)c(Cl)c1)C(=O)CC1OC(=O)c2ccccc21 (centres undefined) | 3 | -1 | 96 | -7 | -8 | 1 | 1 | -10 | 0 | -2.2
Cc1nn(CC(=O)NCc2cccnc2)c(C)c1[N+](=O)[O-] | 8 | -2 | 97 | -6 | 5 | 2 | 3 | 4 | -1 | 4.5
CC(C)C(=O)NCCc1nc2ccccc2n1CCc1ccccc1 | -2 | 14 | 103 | -6 | 4 | 2 | 1 | 0 | -3 | 0.3
CCOC(=O)C1(CCc2ccccc2)CCN(Cc2c(O)cccc2OC)CC1 | -4 | 10 | 96 | -6 | 7 | -4 | 30 | -6 | -22 | 4.4
CC1=CC(=O)C(C(C)C)=C/C1=C(\c1cc(C(C)C)c(OP(=O)(O)O)cc1C)c1ccccc1C(=O)O | 15 | 4 | 157 | -16 | -5 | -10 | 5 | -8 | -2 | -1.0
O=C(COc1ccccc1)Nc1nnc(COc2ccccc2)s1 | -4 | 2 | 100 | nt | -4 | -1 | -14 | -7 | -2 | 9.9*
Cc1sc2ncnc(OCC(=O)N3CCN(S(=O)(=O)c4ccc(Cl)cc4)CC3)c2c1C | -9 | 3 | 90 | nt | 2 | 6 | 0 | -5 | -1 | -2.2
O=C(O)C1CCCCC1C(=O)NCCc1ccccc1 (centres undefined) | 9 | 7 | 94 | -4 | 6 | 0 | -2 | 15* | 7 | -0.3
COc1cc(C(=O)/C=C/c2cccnc2)c([N+](=O)[O-])cc1OC | -2 | 11 | 99 | -5 | 47* | 8 | -4 | -8 | 2 | -1.4
CCCCOc1ccc(Cc2c(Cl)nc(SC)nc2N2CCOCC2)cc1 | 14 | 11 | 103 | -19 | -6 | -3 | 4 | -1 | -5 | -1.3
Cc1cccc(-n2c(SCC(=O)NCC3CCCO3)nc3ccccc3c2=O)c1C (centres undefined) | -9 | 9 | 97 | -2 | 7 | -3 | 1 | -4 | -9 | -2.1
Cn1c(=O)c(C(=O)CSc2nnc(Nc3ccccc3)s2)c(N)n(Cc2ccccc2)c1=O | -8 | 14 | 87 | -2 | 0 | 0 | -5 | 4 | 10 | 2.8
Cc1cccc(NC(=O)CNC(=O)COc2ccc(-c3ccc(C#N)cc3)cc2)c1C | -38 | 3 | 88 | -3 | 2 | -3 | -1 | -1 | -26 | 1.3
O=c1c2ccccc2sn1-c1ccc(S(=O)(=O)N2CCCCC2)cc1 | 8 | -2 | 96 | -8 | -13 | -1 | -5 | 3 | -2 | -1.4
COc1ccc(/C=C/C(=O)OCC(=O)NCc2ccccc2)cc1OC | 6 | -18 | 86 | -15 | -2 | 14 | 6 | 6 | 10 | -0.1

Rows were taken by chance. About 4.2% of those tested had a hit in this group.
